# UBC13 polyUb – human UBC13 polyubiquitination inhibition; AID 485273; P61088; actives 0.47% (n = 330,000); UBC13 polyubiquitin chain formation, TR-FRET; inhibition, % at 20 µM; in the data active means inhibition above about 45%, passing the limit was not always enough
# Target sequence (P61088 whole entry, looked up): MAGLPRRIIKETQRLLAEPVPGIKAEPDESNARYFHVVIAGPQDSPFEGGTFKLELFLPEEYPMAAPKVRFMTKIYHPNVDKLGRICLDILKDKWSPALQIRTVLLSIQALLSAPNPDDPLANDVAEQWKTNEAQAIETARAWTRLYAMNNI
# CCR6 antag – antagonists of human CCR6 receptor; P51684; CHO-K1 CCR6 PathHunter beta-arrestin, luminescence, CCL20-stimulated; inhibition, % at 20 µM; actives 0.49% (n = 340,000);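 active means compounds whose inhibition of the agonist-driven luminescence signal at 20 µM reaches about 50%, limit read from the data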;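 further: cells stimulated with CCL20 at 14 nM final; plate controls were DMSO with CCL20 for no effect and DMSO without agonist for full effect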
# ATG4B inh – blocks human ATG4B protease cleavage of LC3 substrate | actives 0.51% (n = 340,000) | ATG4B cleavage of LC3-PLA2, NBD-HPC fluorescence, 1 h | Q9Y4P1 | inhibition, % at 8.33 µM | AID 504462; in the data active means inhibition above about 40%
# CXCR6 block – CXCR6 (human) receptor inhibition; O00574; CHO-K1 PathHunter CXCR6 beta-arrestin, luminescence; inhibition, % at 20 µM; actives 0.36% (n = 360,000); AID 602244; in the data active means inhibition above about 34%, passing the limit was not always enough;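 further: antagonist mode with CXCL16 agonist at 10 nM final; 0% = 10 nM CXCL16 with DMSO and 100% = unstimulated wells without agonist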
# Gli-Sufu antag – blocks Gli-Sufu signaling in a luciferase reporter. Sufu-KO-LIGHT fibroblasts, Gli luciferase reporter luminescence. actives 0.74% (n = 340,000). inhibition, % at 5 µM;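 active means inhibition above about 55%, limit read from the data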;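 further: 0% = DMSO-treated cells and 100% = wells with medium but no cells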
# APJ antag – antagonists of human APJ apelin receptor; CHO-K1 APJ beta-arrestin complementation, luminescence; inhibition, % at 20 µM; actives 0.32% (n = 330,000);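 active means inhibition above about 40% at 20 µM, limit read from the data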;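 further: cells challenged with 10 nM apelin-13 agonist together with compound; plate controls were apelin-13 plus DMSO wells for no effect and DMSO wells lacking apelin-13 for full effect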
# Target sequence (P35414 whole entry, looked up): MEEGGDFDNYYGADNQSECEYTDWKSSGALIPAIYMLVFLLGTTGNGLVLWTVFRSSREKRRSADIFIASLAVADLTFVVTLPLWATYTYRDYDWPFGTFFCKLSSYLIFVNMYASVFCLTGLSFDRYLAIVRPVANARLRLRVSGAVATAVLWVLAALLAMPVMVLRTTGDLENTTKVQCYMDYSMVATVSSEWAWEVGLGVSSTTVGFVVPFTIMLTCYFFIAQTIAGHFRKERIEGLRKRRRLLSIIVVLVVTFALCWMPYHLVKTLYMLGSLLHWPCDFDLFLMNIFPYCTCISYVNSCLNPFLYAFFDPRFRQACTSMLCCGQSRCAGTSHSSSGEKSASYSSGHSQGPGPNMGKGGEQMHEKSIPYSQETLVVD
# APJ ag – agonists of human APJ apelin receptor; P35414; CHO-K1 APJ PathHunter beta-arrestin, luminescence; 0% DMSO wells, 100% apelin; activation, % at 20 µM; actives 0.11% (n = 330,000); AID 2520;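 active means activation more than six SD over the plate average, tested at 20 µM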;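 further: 0% = DMSO alone and 100% = apelin-13 at 10 nM; some results filed as inactive read as strong as hits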
#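 Test system: CHO-K1 APJ beta-arrestin complementation cell line. Amount: cell density 1000 per well. Controls: DMSO negative, 10 nM Apelin-13 positive. Signal: luminescent beta-gal fragment complementation, chemiluminescent substrate. Read-out basis: agonist-driven arrestin binding to APJ. Timing: compound stimulation 90 min at 25 °C, detection 60 min.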
# EBI2 block – EBI2 (human) antagonism; P32249; EBI2 beta-arrestin recruitment, luminescence, 7a,25-OHC stimulated; inhibition, % at 5 µM; actives 0.81% (n = 360,000); in the data active means inhibition above about 38%;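 further: enzyme fragment complementation signal reports receptor beta-arrestin coupling in cells; 0% = agonist plus DMSO wells and 100% = wells without agonist; some results beyond the cut were filed as inactive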
# Target sequence (P32249 whole entry, looked up, the tested form may be a part): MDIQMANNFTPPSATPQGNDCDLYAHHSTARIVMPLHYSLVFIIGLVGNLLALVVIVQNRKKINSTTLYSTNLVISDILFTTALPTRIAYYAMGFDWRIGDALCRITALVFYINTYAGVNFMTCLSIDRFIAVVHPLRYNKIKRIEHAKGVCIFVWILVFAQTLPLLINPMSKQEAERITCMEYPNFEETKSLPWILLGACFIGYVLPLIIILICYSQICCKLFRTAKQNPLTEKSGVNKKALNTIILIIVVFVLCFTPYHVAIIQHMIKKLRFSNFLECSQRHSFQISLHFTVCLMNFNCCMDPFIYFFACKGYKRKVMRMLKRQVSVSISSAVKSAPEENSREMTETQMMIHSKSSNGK
# Starred values were filed as active, the others as inactive; · = not tested or not shown.
cpd	structure	UBC13 polyUb	CCR6 antag	ATG4B inh	CXCR6 block	Gli-Sufu antag	APJ antag	APJ ag	EBI2 block
1	CCN(CC)c1ccc(/C=N/NC(=O)c2ccoc2C)c(O)c1	-3	-1	0	-10	-19	-10	-1	7
2	O=[N+]([O-])c1cc(-c2ccn[nH]2)ccc1Cl	-2	-4	-3	-5	-1	-3	0	-8
3	COc1ccc(/C=N/NC(=O)CCn2c3ccccc3c3ccccc32)cc1O	8	2	-24	-3	15	10	-1	9
4	C#CCOCCOCCOCCNc1nc(N2CCN(C(=O)Cn3cc(CCO)nn3)CC2)nc(N2CCN(C(=O)[C@H](CCCCN)n3cc(CCCC)nn3)CC2)n1	·	-8	-8	2	-11	·	·	-18
5	COc1cccc2oc3ccc(C#CC4(N)CCCCC4)cc3c(=O)c12	53*	-1	-18	-4	8	8	1	-13
6	Cc1ccc(Nc2nc(N)nc(CN3CCN(Cc4ccc5c(c4)OCO5)CC3)n2)cc1Cl	10	1	0	-20	5	-2	1	3
7	COc1ccc(C)cc1NC(=O)c1ccc(OCc2c(C)noc2C)cc1	2	11	-4	3	1	-1	-4	11
8	CCOC(=O)CCn1c(=O)c2c(nc(Br)n2Cc2ccccc2)n(C)c1=O	1	1	4	-2	7	20	-4	3
9	O=C(c1ccc(F)cc1)N1CCN(C(=O)c2cccnc2)CC1	-3	-14	-4	-9	6	21	-2	-2
10	O=C(CNC(=S)NC(=O)C1CCCCC1)c1ccccc1	-9	3	5	2	-56	11	3	-17
11	Cc1cccc(C(C(=O)NC2CCCC2)N(C(=O)c2csnn2)C2CC2)c1 (centres undefined)	0	6	-6	4	28	-5	0	-5
12	COc1ccc(NC(=O)c2cc(S(=O)(=O)N3CCCC3)ccc2C)cn1	-18	6	-3	-2	2	-52	-2	-1
13	O=C(CS(=O)(=O)c1cn(Cc2ccc(Cl)cc2)c2ccccc12)N1CCCCC1	-5	5	-1	0	12	-1	-4	22
14	CCOCC(=O)Nc1cc(C(=O)OC)ccc1C(=O)OC	3	-2	-5	5	-12	-2	2	-4
15	C#CCOCCOCCOCCNc1nc(N2CCN(C(=O)[C@H](Cc3ccc(O)cc3)n3cc([C@@H](N)CC(C)C)nn3)CC2)nc(N2CCN(C(=O)[C@H](Cc3cc4ccccc4[nH]3)n3cc([C@@H](N)CC(C)C)nn3)CC2)n1	80*	-5	-12	·	0	3	3	·
16	CC(=O)Nc1ccccc1C(=O)C(=O)Nc1cccc(C(=O)N2CC(C)CC(C)C2)c1 (centres undefined)	2	2	36	1	-5	8	-2	10
17	CC1(C)C2CCC1(CS(=O)(=O)Nc1cccc(S(N)(=O)=O)c1)C(=O)C2 (centres undefined)	4	-5	-11	2	5	-1	4	3
18	CCC(=O)N(Cc1cc2cc(OC)ccc2[nH]c1=O)c1ccc(C)cc1	4	4	7	-1	24	13	1	-18
19	Cc1cc(NC(=O)COC(=O)CCNS(=O)(=O)c2c(Cl)cccc2Cl)no1	0	8	-2	1	-19	5	-4	-21
20	Cc1ccc(NC(=O)Cn2cnc3cc([N+](=O)[O-])ccc3c2=O)c(Cl)c1	9	-7	6	-21	-6	-77	1	-3
21	CCn1cc(C(=O)Nc2ccc(OC)c(S(=O)(=O)N3CCCCC3)c2)c(=O)c2ccc(C)nc21	-4	1	1	3	-1	-16	-1	3
22	COc1ccc(C(=O)Nc2nnc(SCC(=O)NC3CC3)s2)cc1	1	4	-1	-2	-44	0	0	3
23	CC(=O)c1c(N2CCC(C(N)=O)CC2)nc(=S)n(-c2ccccc2)c1C	5	-22	2	-6	-2	12	-2	5
24	CC(C)C(NS(=O)(=O)c1cccs1)C(=O)NCCCN1CCCCCC1 (centres undefined)	-2	4	-7	-3	0	-9	-3	-7
25	Cc1oc(-c2cccc(Cl)c2)nc1CN(C)C1CCOC1 (centres undefined)	-10	17	-3	-5	0	0	0	-16
26	CC(C)Oc1c(Br)cc(Br)cc1/C=N/NC(N)=S	10	24	-5	3	22	11	-2	17
27	O=S(=O)(NCc1ccc(F)cc1)c1cccc(S(=O)(=O)N2CCOCC2)c1	4	5	3	0	-4	21	2	-1
28	CCOC(=O)c1ccc(S(=O)(=O)N2CCN(C(=O)c3cc(=O)c4ccccc4o3)CC2)cc1	0	11	-14	8	3	1	-3	60*
29	CC1/C(=N/O)C(CN(C)C)C2CC1C2(C)C (centres undefined)	-6	11	18	4	14	-4	0	-5
30	CC(=O)Nc1nc(CCN2C(=O)c3ccccc3C2=O)cs1	-11	-4	-5	-3	-2	-8	1	3
31	CC(=O)Oc1ccc(N(C(C)=O)S(=O)(=O)c2ccc3ccccc3c2)cc1Br	1	1	4	-6	4	-14	-1	-2
32	Cc1nn(Cc2ccccc2)c(C)c1C(=O)N1CCN(S(=O)(=O)/C=C/c2ccccc2)CC1	4	6	-7	-2	16	4	-4	13
33	Cc1cc(C)n(C(=O)CNC(=O)/C=C/c2ccccc2)n1	7	0	-4	11	-2	15	-3	3
34	COc1cccc(NC(=O)CN(C)CC(=O)Nc2ccc(Cl)cc2[N+](=O)[O-])c1	7	3	-15	-16	1	-64	8	7
35	COc1ccc(N2C(=O)CCC2(C#N)c2ccc(Br)cc2)cc1 (centres undefined)	-10	9	-6	-2	-6	-5	0	-1
36	CC(C)=CCCC(C)CN1CCC(n2nccc2NC(=O)C2CCCC2)CC1 (centres undefined)	0	9	14	-3	24	15	1	6
37	O=C(N/N=C/c1ccc(Br)cc1)c1cc[n+]([O-])cc1	-8	15	7	8	16	-12	-1	0
38	Cc1cc(C)n(-c2ccc(S(=O)(=O)N3CCCC3)cc2[N+](=O)[O-])n1	14	-2	-6	-10	-3	-27	2	1
39	CC1CN(S(=O)(=O)c2ccc(C(=O)NN3CCN(C)CC3)cc2)CC(C)O1 (centres undefined)	-4	-2	4	-3	-16	-7	-2	8
40	COc1ccccc1C(O)(C(=O)NN(C(=O)c1ccccc1)c1ccccc1C)c1cccs1 (centres undefined)	9	8	0	6	11	2	-1	-10
41	CCS(=O)(=O)CCSc1nc2ccccc2o1	-2	9	2	-4	0	-19	0	-9
42	COC(=O)C1(C)CCc2cc(OC)ccc2C1=O (centres undefined)	-11	-13	6	-3	-8	3	5	-5
43	COc1ccc(CNC(=O)CN(C(=O)c2snc(C(N)=O)c2N)c2ccc(F)cc2)cc1	16	9	1	9	-19	-10	1	3
44	CC(C(=O)Nc1ccc2c(c1)OCO2)N1CCN(C)CC1 (centres undefined)	-4	9	-7	1	-3	6	-4	3
45	O=C(O)CCNC(=O)C12CC3CC(CC(C3)C1)C2	2	6	0	8	6	11	-2	0
46	COc1ccccc1NC(=O)COC(=O)c1ccc(S(=O)(=O)N2CCCCCC2)cc1	-8	3	4	0	5	13	-2	-1
47	Nc1cccc(-c2nc3ccc(C(=O)c4ccccc4)cc3[nH]2)c1	-8	8	-7	2	-85	-6	0	5
48	CC(CCc1ccccc1)NC(=O)C1CC1 (centres undefined)	3	-4	-6	-3	61*	0	-3	-2
49	Cc1ccc(/C=C/C(=O)Nc2ccc([N+](=O)[O-])cc2)o1	-4	24	-5	4	-2	13	0	11
50	COC(=O)c1c(C)oc2ccc(N(C(=O)c3ccncc3)S(=O)(=O)c3ccc(C)cc3)cc12	4	8	-10	2	-4	2	0	-17
51	COc1ccc(OC)c(NC(=O)COC(=O)c2cc3c(s2)CCC3)c1	-28	28	4	4	5	10	-2	-5
52	O=C(OCC(=O)N1CCN(C(=O)c2ccco2)CC1)c1ccccc1NCCO	6	-10	-2	1	0	-57	1	-1
53	COc1ccc(/C=N/n2cncn2)cc1COc1ccc(NC(C)=O)cc1	2	-10	-12	2	-3	-5	4	4
54	Cc1c(C(=O)OCC(=O)N2CCCC2=O)oc2ccccc12	0	10	0	-3	-3	14	-2	2
55	CCCCCCC1CC(CCC(=O)Nc2ccc([N+](=O)[O-])cc2)C(=O)O1 (centres undefined)	3	-6	-4	-2	1	14	-1	13
56	Cc1nnc(SCc2ccccc2Cl)n(N)c1=O	10	9	6	1	23	-10	-2	-8
57	OC(CCN1CCCCC1)(c1ccccc1)C1CCCCC1 (centres undefined)	16	21	1	12	47	33	-2	-1
58	CC(Oc1ccccc1)C(=O)Nc1ccc(S(=O)(=O)Nc2nccs2)cc1 (centres undefined)	-1	8	-3	7	-3	19	0	3
59	Cc1cc(C)n(C(=O)CNC(=O)c2ccc3c(c2)OCCO3)n1	6	8	-5	-3	-23	12	-4	-15
60	O=c1[nH]c(NCc2ccco2)nnc1Cc1ccccc1Cl	2	-14	-9	-4	9	-28	-4	-13

# Other results follow:
cpd	structure	UBC13 polyUb	CCR6 antag	ATG4B inh	CXCR6 block	Gli-Sufu antag	APJ antag	APJ ag	EBI2 block
61	CSc1ccc(C(=O)C2CCCN(C(=O)c3cc(C)n(C)n3)C2)cc1 (centres undefined)	20	10	24	3	·	31	-3	1
62	COc1ccc(OC)c(NC(=O)CN2C(=O)C(=O)N(Cc3ccccc3)C2=O)c1	3	2	2	-10	-2	-4	-4	-9
63	Cc1ccc(C(=O)NC(=S)Nc2ccc(Oc3ccc(Cl)cc3)cc2)cc1	1	38	6	15	21	17	-5	15
64	COc1ccc(CNC(=O)[C@H](C)[C@@H]2C[C@@]2(C)[C@@H](NC(=O)OCc2ccccc2)c2ccccc2)cc1OC	-7	19	-4	·	-4	18	2	·
65	O=C(NCc1ccccc1)c1noc2c1CCCC2	1	0	9	-5	-17	20	0	2
66	COc1cccc(CCc2nnc(CCC(=O)N(C)C3CC(C)(C)NC(C)(C)C3)o2)c1	0	-6	15	4	15	3	0	-3
67	CCC(=O)NCCNC(=O)c1c(SC)nsc1SC	8	-17	6	-8	15	0	-3	-13
68	CC(C)c1noc2ncc(C(=O)c3cc(Cl)cc(Cl)c3O)cc12	-11	23	7	19	12	17	-6	5
69	CC(C)C(C)NC(=O)COC(=O)C1CCN(S(=O)(=O)c2ccc3c(c2)OCCO3)CC1 (centres undefined)	2	1	-6	-2	-7	18	-1	3
70	CCOc1ccccc1NC(=S)NC(=O)C1CC1	3	-2	-5	-1	8	6	-8	8
71	Cc1ccc(C)c(NC(=O)NC2CCCCCCC2)c1	3	17	2	0	-8	7	-2	-7

# Given with two lines to a compound: part of the list above.
# Order of results – UBC13 polyUb, CCR6 antag, ATG4B inh, CXCR6 block, Gli-Sufu antag, APJ antag, APJ ag, EBI2 block
62) COc1ccc(OC)c(NC(=O)CN2C(=O)C(=O)N(Cc3ccccc3)C2=O)c1
  3, 2, 2, -10, -2, -4, -4, -9
63) Cc1ccc(C(=O)NC(=S)Nc2ccc(Oc3ccc(Cl)cc3)cc2)cc1
  1, 38, 6, 15, 21, 17, -5, 15
64) COc1ccc(CNC(=O)[C@H](C)[C@@H]2C[C@@]2(C)[C@@H](NC(=O)OCc2ccccc2)c2ccccc2)cc1OC
  -7, 19, -4, ·, -4, 18, 2, ·
65) O=C(NCc1ccccc1)c1noc2c1CCCC2
  1, 0, 9, -5, -17, 20, 0, 2
66) COc1cccc(CCc2nnc(CCC(=O)N(C)C3CC(C)(C)NC(C)(C)C3)o2)c1
  0, -6, 15, 4, 15, 3, 0, -3
67) CCC(=O)NCCNC(=O)c1c(SC)nsc1SC
  8, -17, 6, -8, 15, 0, -3, -13
68) CC(C)c1noc2ncc(C(=O)c3cc(Cl)cc(Cl)c3O)cc12
  -11, 23, 7, 19, 12, 17, -6, 5
69) CC(C)C(C)NC(=O)COC(=O)C1CCN(S(=O)(=O)c2ccc3c(c2)OCCO3)CC1 (centres undefined)
  2, 1, -6, -2, -7, 18, -1, 3
70) CCOc1ccccc1NC(=S)NC(=O)C1CC1
  3, -2, -5, -1, 8, 6, -8, 8
71) Cc1ccc(C)c(NC(=O)NC2CCCCCCC2)c1
  3, 17, 2, 0, -8, 7, -2, -7

# High-throughput results from PubChem.
